bovine MsrA act – activators of bovine methionine sulfoxide reductase A | activation, % at 10.6 µM | AID 602163 | purified bovine MsrA, absorbance read-out | actives 0.3% (n = 360,000); in the data active means activation above about 7.5%;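 further: 0% = vehicle and 100% = reference activator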
Neddylation inh – inhibitors of human cullin neddylation. P61081+Q13564. TR-FRET cullin neddylation, biochemical. actives 0.58% (n = 360,000). calls only at 25 µM; in the data active means inhibition above about 36%
MsrA inhibitor – bovine MsrA inhibition. inhibition, % at 15.5 µM. purified bovine MsrA, absorbance read-out. actives 0.75% (n = 360,000); in the data active means inhibition above about 4.5%;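 further: 0% = vehicle wells with enzyme and 100% = reference inhibitor wells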
FAS TE block – blocks the thioesterase domain of human fatty acid synthase | P49327 | recombinant FAS-TE, OMFH fluorogenic substrate, fluorescence endpoint | inhibition, % at 15 µM | actives 0.67% (n = 360,000) | AID 602261;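 active means compounds whose normalised, plate-corrected inhibition of enzyme fluorescence in the single-dose primary screen is 50% or more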;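 further: 0% = DMSO with enzyme and 100% = substrate without enzyme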
CendR NRP1 mod – modulators of CendR peptide binding to human neuropilin-1. O14786. FAM-RPARPAR peptide binding to NRP-1, fluorescence polarization. inhibition, % at 25 µM. actives 0.85% (n = 360,000). AID 602438;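 active means inhibition or corrected inhibition above about 18%, plus a signal ratio from 0.5 to 1.5, limit read from the data, passing the limit was not always enough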; further: strong numbers were not always called active
E coli Lon inh – E. coli protease La inhibition; P0A9M0; purified E. coli Lon protease, fluorescence polarization; inhibition, % at 7.94 µM; actives 0.42% (n = 360,000); AID 602123; in the data active means inhibition above about 13%, passing the limit was not always enough;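 further: 0% = enzyme with probe and DMSO and 100% = no enzyme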
Target sequence (P0A9M0 whole entry, looked up): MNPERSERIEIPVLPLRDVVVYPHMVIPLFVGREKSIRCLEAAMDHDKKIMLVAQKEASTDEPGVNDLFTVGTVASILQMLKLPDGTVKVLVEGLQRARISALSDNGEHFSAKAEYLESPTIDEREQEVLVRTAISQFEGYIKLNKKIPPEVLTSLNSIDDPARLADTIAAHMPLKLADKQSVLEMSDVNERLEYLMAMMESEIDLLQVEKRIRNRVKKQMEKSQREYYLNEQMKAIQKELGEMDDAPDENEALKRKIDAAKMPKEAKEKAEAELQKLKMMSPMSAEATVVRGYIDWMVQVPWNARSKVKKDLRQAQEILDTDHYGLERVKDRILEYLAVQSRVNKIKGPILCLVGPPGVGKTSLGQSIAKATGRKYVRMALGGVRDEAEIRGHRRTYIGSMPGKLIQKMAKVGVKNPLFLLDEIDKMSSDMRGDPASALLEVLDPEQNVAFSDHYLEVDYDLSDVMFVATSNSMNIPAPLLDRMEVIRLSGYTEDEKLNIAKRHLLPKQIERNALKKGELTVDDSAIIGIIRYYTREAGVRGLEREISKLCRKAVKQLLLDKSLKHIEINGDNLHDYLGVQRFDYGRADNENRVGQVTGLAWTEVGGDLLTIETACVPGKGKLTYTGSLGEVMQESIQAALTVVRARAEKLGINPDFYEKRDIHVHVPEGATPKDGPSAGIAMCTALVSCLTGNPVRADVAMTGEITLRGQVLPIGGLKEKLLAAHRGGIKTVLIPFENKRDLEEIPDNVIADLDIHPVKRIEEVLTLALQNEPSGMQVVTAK
MT1-MMP act inh – inhibitors of human MT1-MMP activation. P50281. HT1080 RFP-PRO-GFP cells, GFP/RFP ratio fluorescence, overnight; percent of plate control window, DMSO zero. GFP/RFP ratio change, % at 20 µM. actives 0.061% (n = 360,000). AID 651647;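 active means GFP/RFP ratio change of at least 30% with cell ATP level not reduced by more than half and red fluorescence within 50% of control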; further: strong numbers were not always called active
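Assay system: HT1080 RFP-PRO-GFP cells | Dosing: 20 µM single dose, 1% DMSO | Incubation: Cells overnight before dosing, compound overnight, 37 °C, 5% CO2 | Evaluation: GFP/RFP fluorescence ratio | Control set: DMSO-only wells and HT1080 RFP-L50D-GFP cell wells as references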
SKN-1 block – inhibitors of C. elegans SKN-1 | C. elegans VP596 Pgst-4::GFP/RFP ratio, acrylamide-induced, 24 h | inhibition, % at 21.8 µM | actives 0.49% (n = 360,000) | AID 624304;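 active means interference check ratio from 0.5 to 1.5 plus GFP to RFP signal ratio inhibition reaching or exceeding a fixed threshold, cut at about 30% in these data, passing the limit was not always enough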; further: some compounds called inactive have numbers as strong as hits
Rin1 Abl inh – inhibitors of human Rin1-Abl protein interaction | P00519+Q13671 | TR-FRET Rin1/Abl binding, biochemical | inhibition, % at 7.35 µM | actives 0.4% (n = 360,000); in the data active means inhibition above about 5%, passing the limit was not always enough
Numbers without * were called inactive; i = inactive; · = no result given.

SMILES | bovine MsrA act | Neddylation inh | MsrA inhibitor | FAS TE block | CendR NRP1 mod | E coli Lon inh | MT1-MMP act inh | SKN-1 block | Rin1 Abl inh
COc1cccc(CN2CCN(C(=O)c3cccc4ccccc34)CC2)c1 | -4 | i | -0.3 | 2 | -8 | 1 | -2 | -8 | 4
CC(C)(C)OC(=O)N/N=C/c1ccc(Br)cc1 | -4 | i | -0.6 | 8 | 5 | 3 | 0 | 25 | 0
COC(=O)C[C@H](NC(=O)Cn1cnc2c(OCc3ccccc3)ncnc21)C(=O)OC | -3 | i | 0.8 | -8 | -15 | -9 | 3 | -12 | -1
O=C(Nc1ccc(F)cc1)Nn1cnnc1 | -1 | i | -0.8 | -4 | -17 | 3 | 3 | 8 | 3
CCCCN(C(=O)COC(=O)c1nc2nc(C)cc(C)n2n1)C1CCS(=O)(=O)C1 (configuration not stated) | -8 | i | -0.1 | -7 | -4 | 10 | -2 | -18 | 4
O=C(c1cccc(-n2cccc2)c1)N1CCN(S(=O)(=O)c2ccccc2)CC1 | -4 | i | -0.8 | 3 | -10 | -20 | 0 | -14 | 1
Nc1nnc(SCC(=O)OCC(=O)NC2CCCCC2)s1 | -7 | i | 0.7 | -7 | -2 | -7 | 3 | 2 | 4
O=C1[C@H]2[C@@H](c3ccc(Cl)cc3)N3C(=O)N(c4cccc(F)c4)C(=O)[C@@]3(Cc3ccccc3)[C@H]2C(=O)N1C1CCCCC1 | -3 | i | 0.7 | 92* | 3 | 2 | -3 | 22 | 3
N/C(Cc1ccc(Cl)cc1Cl)=N\OC(=O)c1ccccc1 | -2 | i | -1.6 | 13 | 8 | -2 | 1 | 0 | -1
Cc1onc(-c2ccccc2Cl)c1C(=O)OCN1C(=O)c2ccccc2C1=O | 2 | i | 0.5 | 16 | -20 | -6 | 2 | 8 | -1
O=C(CCN1CCc2ccccc2C1)Nc1ccccc1 | -4 | i | -0.4 | -4 | -2 | -3 | -8 | 9 | 1
C#CCNC(=O)C1=C[C@@H](c2ccc(Br)cc2)[C@H](CCCO)[C@@H](OCC)O1 | -3 | i | -1.2 | -6 | -1 | -9 | -2 | 0 | 3
Cc1ccc([C@H]2N[C@]3(CCCN(CC4CCCCC4)C3=O)[C@H]3C(=O)N(Cc4ccccc4)C(=O)[C@@H]23)cc1 | -2 | i | 1.2 | 21 | 3 | -5 | -2 | -3 | -2
CC(O)c1nc2ccccc2n1CC(=O)Nc1ccc(F)cc1Cl (configuration not stated) | -3 | i | -0.6 | -5 | 0 | -7 | -2 | -9 | 2
COCCn1c(SCC(=O)NCc2cccs2)nnc1-c1ccc(OC)cc1 | -2 | i | 3.0 | -4 | -4 | -7 | -2 | 13 | 3
O=C(Nc1ccc([N+](=O)[O-])cc1Cl)c1cccc([N+](=O)[O-])c1 | 0 | i | -0.3 | 6 | 0 | -3 | 4 | 3 | 0
CC1CCCC(C)N1C(=S)NCc1ccco1 (configuration not stated) | -1 | i | -0.7 | 0 | -4 | -7 | -2 | -4 | 1
CSCCC1NC2(C(=O)Nc3c2ccc(Cl)c3C)[C@@H]2C(=O)N(C3CCCC3)C(=O)[C@H]12 (some centres not stated) | -5 | i | 0.2 | 15 | 4 | -5 | -6 | 21 | -2
O=C(NCCc1ccccc1Cl)c1ccc2nc3ccccc3c(=O)n2c1 | -8 | · | -1.5 | 16 | 12 | 6 | 0 | -6 | 1
O=S1(=O)N=C(Nc2ccc(N3CCOCC3)cc2)c2ccccc21 | -3 | i | 3.2 | -5 | -11 | -4 | -8 | 3 | 1
CCOc1cc(/C=C2\N=C(C)OC2=O)cc(Cl)c1OCC(=O)OC | -3 | i | -1.5 | 0 | -5 | 10 | 0 | -11 | 1
CC(=O)Nc1cccc(NC(=O)c2cc(-c3ccccn3)nc3ccc(Cl)cc23)c1 | -3 | i | 0.6 | -10 | -4 | -2 | -1 | 14 | 3
CCN(CC)S(=O)(=O)c1ccc(-c2nnc(SCC(=O)Nc3cc(OC)cc(OC)c3)o2)cc1 | -3 | i | -0.7 | -7 | 9 | -9 | -8 | 34 | -2
O=S(=O)(c1cc(Cl)ccc1Cl)n1cccn1 | -3 | i | -0.9 | -4 | 13 | 1 | 3 | 6 | 2
CCc1nccn1CCC(=O)NC1CC(C)(C)Cc2c1cnn2-c1ccc(OC)cc1 (configuration not stated) | -1 | i | 1.1 | -6 | 5 | 2 | 0 | -2 | 5

Given as labelled records: part of the list above.
SMILES: CCCCN(C(=O)COC(=O)c1nc2nc(C)cc(C)n2n1)C1CCS(=O)(=O)C1 (configuration not stated)
- bovine MsrA act: -8
- Neddylation inh: i
- MsrA inhibitor: -0.1
- FAS TE block: -7
- CendR NRP1 mod: -4
- E coli Lon inh: 10
- MT1-MMP act inh: -2
- SKN-1 block: -18
- Rin1 Abl inh: 4

SMILES: O=C(c1cccc(-n2cccc2)c1)N1CCN(S(=O)(=O)c2ccccc2)CC1
- bovine MsrA act: -4
- Neddylation inh: i
- MsrA inhibitor: -0.8
- FAS TE block: 3
- CendR NRP1 mod: -10
- E coli Lon inh: -20
- MT1-MMP act inh: 0
- SKN-1 block: -14
- Rin1 Abl inh: 1

More structures.
SMILES | bovine MsrA act | Neddylation inh | MsrA inhibitor | FAS TE block | CendR NRP1 mod | E coli Lon inh | MT1-MMP act inh | SKN-1 block | Rin1 Abl inh
Cc1ccc(OCC(=O)NNC(=O)[C@@H]2CCCC[C@@H]2C(=O)O)c(Br)c1 | -3 | i | -0.7 | -8 | 8 | 3 | -1 | 8 | -4
CCOC(=O)C1=CCC2c3c(c4ccccc4n3C)C(=O)C1N2C(=O)OC(C)(C)C (configuration not stated) | -8 | i | 0.8 | 41 | -1 | 8 | -2 | 12 | 4
CCc1ccc(C(=O)OCC(=O)N(CCOC)c2c(N)n(Cc3ccccc3)c(=O)[nH]c2=O)cc1 | -3 | i | -1.9 | -4 | -6 | -5 | 1 | -4 | -1
Cc1ccc2c(c1)N(C(=O)CCC(=O)N1CCN(c3ccccn3)CC1)CCO2 | -1 | i | 0.8 | -3 | 8 | -2 | 1 | 16 | -1
CC1Cc2cc(S(=O)(=O)CCC(=O)N3CCN(c4ccccc4)CC3)ccc2N1C(=O)C1CC1 (configuration not stated) | -3 | i | -0.8 | 5 | -2 | 1 | 8 | -1 | 2
CSCCC(NS(=O)(=O)c1ccc2c(c1)oc(=O)n2C)C(=O)NCc1cccs1 (configuration not stated) | -2 | i | 0.6 | 0 | -5 | -7 | 2 | -12 | 2
CN(C(=O)CSc1nccc(=O)[nH]1)C1CCCCC1 | -9 | i | 2.9 | -3 | -12 | 2 | 2 | -2 | -1
CC(=O)c1c(C)n(-c2ccc(N(C)C)cc2)c2ccc(OCC(N)=O)cc12 | -2 | · | 2.8 | 3 | -1 | 7 | 2 | -1 | -1
Cc1nc(-c2ccc(S(=O)(=O)N3CCN(c4ccccc4)CC3)cc2)co1 | -5 | i | 1.1 | 5 | 2 | -10 | -1 | 2 | 1
COc1ccc(CCn2c(NN)nc3c2c(=O)[nH]c(=O)n3C)cc1 | -3 | i | 1.3 | -2 | -4 | -5 | 0 | 17 | 0
CC1CC(C)CN(CCCNS(=O)(=O)c2cc(Br)cc3c2N(C(=O)C2CC2)CC3)C1 (configuration not stated) | -12 | i | 0.1 | -2 | 16 | -3 | -4 | -1 | -1
Cn1ccc2c(-c3cccc(C=O)c3)cc3c(c21)C1CCC3C1 (configuration not stated) | -12 | i | 1.4 | 20 | 6 | 9 | 2 | -3 | 1
CC1(C)CC(O)(CNCc2ccc3c(c2)OCO3)CCO1 (configuration not stated) | -3 | i | 2.2 | -2 | 3 | -3 | -2 | 20 | 1
Cn1cc(Cc2ccc(C(=O)N3CCN(Cc4ccccc4)CC3)cn2)c2ccccc21 | 0 | i | -0.5 | 1 | -12 | 15 | -2 | 13 | -3
CC(/C=C/c1ccccc1)=N/NC(=O)c1cccc(Br)c1 | -5 | i | 0.0 | 11 | 0 | -3 | 7 | -1 | -2
Cc1nc2c(C(=O)NCCC(C)C)c[nH]n2c(=O)c1Cc1ccccc1F | 1 | i | -0.4 | 10 | -24 | -3 | 1 | 7 | 0
CCC(Cc1ccccc1)NC(=O)CSc1ccsc1[N+](=O)[O-] (configuration not stated) | -5 | i | 2.8 | 38 | -10 | 0 | -2 | 18 | -2
CC(C)CC(=O)NC(=S)Nc1nc(-c2ccc(Cl)cc2)cs1 | -4 | i | 1.2 | 16 | 6 | -2 | -2 | 9 | 1
O=C(CCC1CCCCC1)Nc1ccccc1C(=O)N1CCOCC1 | -2 | i | 1.0 | -9 | -2 | -7 | 2 | -6 | 1
COc1ccc(NC(=O)c2cc3ccccc3[nH]2)cc1 | -2 | i | 1.1 | -2 | -12 | -9 | 6 | -18 | 1
CN1CCN(C(=O)c2ccc3c(c2)NC(=O)/C(=C/c2ccccc2)S3)CC1 | -2 | i | 1.3 | -3 | 0 | 4 | -3 | 13 | -5
COc1ccc(NC(=O)COC(=O)c2ccc(C)c(S(=O)(=O)N3CCCCC3)c2)cc1 | -2 | i | -0.5 | 24 | 7 | -7 | -2 | 5 | 2
C[C@@H]1CCCCO[C@@H](CN(C)C(=O)CCC(F)(F)F)[C@@H](C)CN([C@H](C)CO)C(=O)c2cc(N(C)C)ccc2O1 | 0 | i | -0.3 | -6 | -2 | -3 | 2 | -8 | -1
CN(C)C(=O)c1ccc(NC(=O)COC(=O)C2CCN(S(=O)(=O)c3ccc4c(c3)OCCO4)CC2)cc1 | -2 | i | 0.5 | -4 | 7 | -10 | 1 | 19 | 1
C#CCOCCOCCOCCNc1nc(N2CCN(C(=O)Cn3cc(CCCCN)nn3)CC2)nc(N2CCN(C(=O)[C@H](C)n3cc(CCC(=O)O)nn3)CC2)n1 | -2 | i | -0.7 | -12 | 10 | 4 | 0 | 6 | -1
SMILES | bovine MsrA act | Neddylation inh | MsrA inhibitor | FAS TE block | CendR NRP1 mod | E coli Lon inh | MT1-MMP act inh | SKN-1 block | Rin1 Abl inh
CCOC(=O)c1cnc2ccc(C(=O)OC)cc2c1NCCCN1CCOCC1 | -13 | i | 2.5 | -8 | -7 | 7 | 5 | 3 | -1
CCOC(=O)C1=C(O)CSC1=Nc1ccc(C)cc1 | -2 | i | 0.3 | -10 | -26 | -5 | -2 | -6 | 2
COc1ccc(-c2cc(NC=O)c3ncc(-c4cccc(OC)c4)n3c2)cc1 | -1 | i | -0.3 | 17 | -40 | -23 | -13 | 7 | -2
CC(C)(C)c1ccc(C(=O)N2CCC2(C)C(=O)NCc2cccs2)cc1 (configuration not stated) | -1 | i | -0.6 | -1 | 0 | 6 | 6 | 6 | 1
Cc1ccc(S(=O)(=O)N2CCN(Cc3cc(=O)n4ccccc4n3)CC2)c(C)c1 | -2 | i | 2.1 | -6 | 8 | 7 | -6 | -3 | -4
O=C(/C=C/c1ccc2ccccc2n1)c1cc(Br)ccc1O | 0 | i | -0.2 | 8 | -71 | -6 | -33 | 20 | -3
O=C(c1cc(C2CC2)nc2ccccc12)N1N=C(C(F)F)CC1(O)C(F)F (configuration not stated) | 1 | i | 0.3 | 0 | -3 | 18 | 5 | -8 | -5
CCCCNc1c(-c2ccc(OC)c(Sc3ccc(OC)cc3)c2)nc2ccccn12 | -3 | · | · | 30 | -9 | -8 | 0 | 11 | 1
O=C(CCN1C(=O)/C(=C\c2ccc(F)cc2)SC1=S)Nc1ccccc1 | 0 | i | -0.5 | 0 | 0 | 6 | 0 | -3 | 3
CCc1nnc(NC(=O)C2CCC(CNc3c(N4CCC(C)CC4)c(=O)c3=O)CC2)s1 (configuration not stated) | -3 | i | 0.3 | 4 | 3 | 14 | 3 | -6 | 3
C[C@H](CO)N1C[C@H](C)[C@@H](CN(C)S(C)(=O)=O)Oc2c(NC(=O)Nc3ccc4c(c3)OCO4)cccc2C1=O | -5 | i | -1.1 | -2 | 7 | -7 | 2 | 11 | 2
NC(=O)Nc1ccc(C(=O)N2CCN(S(=O)(=O)Cc3ccccc3)CC2)cc1 | 0 | i | -0.8 | -6 | -1 | -9 | 2 | -2 | 3

Assay outcomes from PubChem.
